LEDGF integ inh = blocks HIV-1 LEDGF/p75-dependent DNA integration; 370,000 tested, 0.64% active; TR-FRET IN-LEDGF/p75 DNA integration, Eu/Cy5; inhibition, % at 3.7 µM;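 active = inhibition above the screen-wide mean plus 3 SD, cut at about 13% in these data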;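 note: signal is the Cy5 over europium emission ratio at 671 and 618 nm; 0% = plate median of compound wells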
TDP2 inh = TDP2 (human) inhibition, absorbance primary screen. recombinant TDP2, T5PNP hydrolysis, p-nitrophenol absorbance 415 nm. 370,000 tested, 0.34% active. inhibition, % at 12.8 µM. O95551;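 active = inhibition above the mean of all tested compounds plus 3 SD, set per campaign, cut at about 25% in these data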;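 note: 0% = DMSO with enzyme and 100% = buffer with substrate but no TDP2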
Target sequence (O95551 whole entry, looked up): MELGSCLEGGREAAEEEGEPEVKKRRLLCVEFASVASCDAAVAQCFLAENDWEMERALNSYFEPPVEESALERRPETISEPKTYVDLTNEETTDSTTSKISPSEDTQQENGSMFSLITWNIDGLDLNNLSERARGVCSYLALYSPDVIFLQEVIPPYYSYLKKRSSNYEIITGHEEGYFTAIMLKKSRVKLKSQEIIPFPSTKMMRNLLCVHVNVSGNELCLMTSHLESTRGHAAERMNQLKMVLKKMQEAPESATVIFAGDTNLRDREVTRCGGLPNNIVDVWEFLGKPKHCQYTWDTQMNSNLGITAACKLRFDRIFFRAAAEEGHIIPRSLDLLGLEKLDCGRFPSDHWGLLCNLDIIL
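Incubation: 2 h at 37 °C; Test system: recombinant human TDP2; Quantity: enzyme 120 nM; Read-out basis: percent inhibition; Medium: 50 mM Tris-HCl pH 7.5 with Mg2+, KCl, DTT, BSA; Repeats: single replicate; Compound: 12.8 µM single point, 1% DMSO; Signal: epi absorbance; Reagent: 5 mM T5PNP chromogenic substrate; Benchmarks: no-enzyme high, DMSO-plus-enzyme low.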
rCAG RNA binder = binds r(CAG) RNA repeats | AID 651821 | r(CAG) RNA repeat, TO-PRO-1 dye displacement fluorescence | inhibition, % at 3 µM | 370,000 tested, 1.3% active;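 active = inhibition above the plate cutoff, the mean of all test compounds on that plate plus 3 SD, cut at about 35% in these data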;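 note: 0% = DMSO alone and 100% = 100 µM mitoxantrone as full dye displacement; higher means more dye released from RNA so lower well fluorescence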
MBD2 DNA inh = MBD2-methylated oligo binding inhibition; inhibition, % at 4.4 µM; 370,000 tested, 0.31% active; TR-FRET, MBD2 binding to methylated oligonucleotide; AID 686964; Q9UBB5; in the data active = inhibition above about 13%
Target sequence (Q9UBB5 whole entry, looked up): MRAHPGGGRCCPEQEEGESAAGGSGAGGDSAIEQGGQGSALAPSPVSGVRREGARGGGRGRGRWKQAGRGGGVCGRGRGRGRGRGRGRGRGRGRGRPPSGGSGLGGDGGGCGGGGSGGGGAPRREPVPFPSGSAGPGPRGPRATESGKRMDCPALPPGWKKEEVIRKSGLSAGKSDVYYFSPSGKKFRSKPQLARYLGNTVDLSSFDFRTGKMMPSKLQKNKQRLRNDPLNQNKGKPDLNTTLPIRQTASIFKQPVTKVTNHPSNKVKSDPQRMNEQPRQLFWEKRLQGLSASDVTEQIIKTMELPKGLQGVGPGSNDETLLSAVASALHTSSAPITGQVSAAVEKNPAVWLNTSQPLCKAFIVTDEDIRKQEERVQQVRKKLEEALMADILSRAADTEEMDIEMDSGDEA
PRMT1 inh = blocks human protein arginine methyltransferase 1; recombinant PRMT1, activity-based probe fluorescence polarization; inhibition, % at 2.79 µM; 370,000 tested, 1.3% active; AID 652257;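 active = inhibition above about 21% made by adding two undisclosed values, limit read from the data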
TCR CD3 inh = human TCR-CD3 binding inhibition | TAMRA-labeled TCR probe fluorescence, biochemical | AID 651800 | inhibition, % at 9.4 µM | 360,000 tested, 0.37% active; in the data active = inhibition above about 19%;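 note: recombinant mutant TCR 2C K166C tagged with TAMRA read by polarization; 0% = receptor in buffer alone and 100% = receptor with positive control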
SIAE primary = inhibitors of human sialic acid acetylesterase SIAE; 370,000 tested, 0.69% active; inhibition, % at 9.66 µM; SIAE FP-Rh probe binding, fluorescence polarization; Q9HAT2;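 active = inhibition above a cutoff: mean of compounds within the control limits plus 3 SD of those, cut at about 17% in these data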;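 note: 0% = plate median of compound wells and 100% = probe without SIAE protein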
GC-B act = GC-B (human) receptor activation; P20594; HEK293-GC-B cells, CNP EC30, cGMP TR-FRET; 0% at EC30 CNP, 100% saturating CNP; activation, % at 10 µM; 370,000 tested, 0.11% active; AID 1920062;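 active = activation at 10 µM reaching about 35% in either raw or pattern-adjusted values, limit read from the data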
HTRA1 inhibitor = inhibitors of human serine peptidase HTRA1; Q92743; recombinant HTRA1, FP-rhodamine activity-based probe, fluorescence polarization; inhibition, % at 5.96 µM; 340,000 tested, 0.5% active; AID 504803; in the data active = inhibition above about 36%;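 note: 0% = enzyme with DMSO and 100% = wells lacking enzyme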
ABHD4 inh = inhibits mouse alpha/beta hydrolase domain 4 | AID 720543 | inhibition, % at 8.92 µM | 370,000 tested, 0.54% active | Q8VD66 | purified mABHD4, FP-Rh probe fluorescence polarization;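 active = inhibition exceeding the mean over every tested compound plus 3 SD, cut at about 30% in these data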;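 note: 0% = plate median of compound wells and 100% = S159A mutant with DMSO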
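Assay system: wild-type mouse ABHD4 protein; compound: single nominal dose of 8.92 µM, 0.89% DMSO final; schedule: 45 min + 60 min at 25 °C; measured by: FP readout, ex 525 nm / em 598 nm; evaluation: % inhibition of FP-Rh probe binding versus controls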
* marks the source's active call; other numbers are inactive results; . = no result given. Not all compounds are listed, so the mix of outcomes need not match the whole.

SMILES | LEDGF integ inh | TDP2 inh | rCAG RNA binder | MBD2 DNA inh | PRMT1 inh | TCR CD3 inh | SIAE primary | GC-B act | HTRA1 inhibitor | ABHD4 inh
O=C(NCc1ccco1)c1ccc(COc2ccc(Cl)cc2)cc1 | 4 | -22 | 1 | 4 | 0 | 4 | -13 | -4 | -8 | -29
COc1ccc2[nH]c(=O)c(CN(C(=O)c3ccco3)C3CCCCC3)cc2c1 | -3 | 3 | -5 | 6 | 3 | 2 | -2 | -8 | -7 | 2
C=CCN1C(=O)/C(=C2/Sc3ccc(OC)cc3N2C)SC1=Nc1cccc(O)c1 | 1 | -4 | 10 | 0 | 8 | -2 | 1 | 8 | -5 | 4
O=C(COC(=O)COc1ccc(Cl)cc1Br)NCCC1=CCCCC1 | -5 | -7 | -1 | -2 | -2 | 0 | -6 | -2 | -36 | -4
Cc1ccc2nc(N(CCN(C)C)C(=O)C3CCN(S(=O)(=O)c4cccs4)CC3)sc2c1 | -2 | 2 | 2 | 0 | -4 | -4 | 1 | 9 | 5 | 9
Cc1cc(C)n2nc(-c3ccsc3-n3c(C)ccc3C)cc2n1 | 24* | -2 | 17 | 0 | 11 | -4 | -14 | -8 | 9 | -24
CCCCn1c(-c2ccc(Cl)c(Cl)c2)nc2cc3[nH]c(=O)c(C(C)C)nc3cc21 | -1 | 5 | 9 | 9 | 4 | 2 | 2 | 26 | -4 | 12
CS(=O)(=O)Nc1cccc(C2=NN(C(=O)c3ccccc3)C(c3cccs3)C2)c1 (stereo unspecified) | -1 | 5 | 5 | 4 | 1 | -1 | 0 | -6 | -9 | -23
O=C(O)CSc1cn(Cc2ccccc2)c2ccccc12 | -4 | 0 | 6 | -6 | -4 | 3 | 10 | 5 | -1 | 2
COc1cc(OC)cc(C(=O)Nc2nc(CC(=O)NCc3ccc(F)cc3)cs2)c1 | 0 | 13 | 4 | 2 | 1 | -8 | 0 | -4 | -45 | 43*
C/C=C/C=C\C(=O)Nc1cccc(C2=NOC3(C2)C[C@H](C(N)=O)N(C(=O)/C=C/C)C3)c1 (stereo partly specified) | -2 | -3 | 13 | 3 | 8 | 1 | -35 | 1 | -17 | -10
Cc1ccc(-n2nnnc2SCc2ccccn2)cc1C | 3 | 14 | -4 | -3 | -1 | -2 | 0 | 15 | -12 | -14
Cc1nc(N2CCC(C)CC2)c2c(C)c(C(=O)Nc3cc(F)ccc3C)sc2n1 | -3 | -2 | 0 | 0 | -4 | 5 | -4 | 0 | -53 | -14
OCCOCCNc1ncnc2c1cnn2-c1ccccc1 | -1 | -2 | 0 | 1 | 1 | -1 | 2 | -2 | 0 | 0
Cc1ccc(S(=O)(=O)N(C)C)cc1NC(=O)c1ccc(-n2cncn2)c([N+](=O)[O-])c1 | -2 | -3 | 6 | 8 | 6 | -8 | -3 | -8 | 8 | -1
Cc1ccc(Nc2ccc(S(=O)(=O)N3CCOCC3)cc2[N+](=O)[O-])cc1C | 0 | -1 | 4 | -2 | -4 | -2 | -7 | 4 | 3 | 1
O=C(c1cccs1)N1CCN(CCCc2ccccc2)CC1 | 5 | 10 | -8 | 3 | -4 | 4 | 4 | 6 | 2 | 5
COc1ccc(C2N3CC4(C)CN2CC(C)(C3)C4O)cc1OC (stereo unspecified) | 0 | 7 | 0 | -5 | 2 | -5 | 7 | 4 | 6 | 0
O=C(O)c1ccccc1NCc1ccco1 | 0 | 16 | 2 | 2 | 0 | -5 | 5 | -3 | 4 | -1
CCOC(=O)c1nn(-c2ccccc2C)c(=O)cc1OCC(=O)Nc1cccc(OC)c1 | -3 | -1 | -3 | 3 | 5 | -2 | 5 | -3 | 1 | 2
Nc1ccc(Cl)c(-c2nc3ncccc3o2)c1 | -3 | 13 | 4 | 3 | -3 | 4 | -7 | -2 | -2 | -1
COc1ccc(OC)c(CNc2ccc(F)c(Cl)c2)c1 | -1 | 4 | -1 | 0 | 1 | -3 | 2 | -8 | -10 | -10
Oc1ccc(-c2nnc(-c3ccc(O)cc3)nn2)cc1 | 0 | -10 | 2 | -3 | 4 | 4 | 1 | -7 | 13 | 23
COc1cccc(N(C(=O)CNC(=O)c2ccco2)C(C(=O)NC2CCCCC2)c2ccncc2)c1 (stereo unspecified) | 1 | 8 | -1 | 0 | -1 | 1 | 0 | -16 | 3 | 6
CC(C)Cn1c(SCC#N)nc2ccccc2c1=O | 5 | -14 | 2 | -6 | 0 | -4 | 1 | 1 | -7 | -14
Following part.
SMILES | LEDGF integ inh | TDP2 inh | rCAG RNA binder | MBD2 DNA inh | PRMT1 inh | TCR CD3 inh | SIAE primary | GC-B act | HTRA1 inhibitor | ABHD4 inh
S=C(Nc1cccc(Cl)c1)NC1CCCCC1 | 0 | 1 | 2 | -2 | -3 | 8 | -3 | 1 | -9 | -10
COC(=O)C(C)n1nc(C)n(-c2ccc(C)cc2)c1=O (stereo unspecified) | 1 | -7 | 0 | -2 | -2 | 10 | -7 | 1 | -4 | 9
Cc1cc(C)cc(NC(=O)NCC2CCN(Cc3cc(C)ccc3C)CC2)c1 | -1 | -6 | 5 | -6 | 2 | 6 | 3 | 1 | -2 | 3
CCCCNC(=O)c1cn(CC)c2ccc(S(=O)(=O)N3CCCC3)cc2c1=O | -3 | -5 | 0 | 0 | -1 | 3 | -1 | 5 | -3 | 0
Cc1cc(C(=O)CCl)c(C)n1CCc1ccccc1 | 4 | 4 | 1 | 1 | 1 | 5 | 2 | -7 | . | -1
CCOc1cccc(C(=O)Nc2ccc(N(CC)CC)cc2)c1 | -2 | 4 | -6 | 2 | 4 | 0 | 7 | -7 | 4 | -1
CCCNC(=O)c1c[nH]c2ccc(S(=O)(=O)N(C)c3ccc(OCC)cc3)cc2c1=O | 0 | 1 | 6 | -1 | 1 | -2 | -11 | 2 | . | -5
Cc1cc(NC(=O)CSCC(=O)Nc2cc(C(F)(F)F)ccc2N2CCCCC2)no1 | 5 | -19 | 2 | -1 | -2 | 3 | -10 | -1 | -3 | 0
CCOC(=O)c1c(C)[nH]c(C(=O)COC(=O)C2CC(=O)N(Cc3ccccc3)C2)c1C (stereo unspecified) | -1 | 9 | -5 | -1 | 2 | -5 | 0 | 1 | -1 | -4
c1ccc(CCNc2cnccn2)cc1 | -2 | 12 | 0 | 3 | -3 | 2 | -3 | 2 | -1 | -1
Cc1ccc(S(=O)(=O)Nc2ccccc2F)cc1C(=O)NCCCN1CCCC1=O | -1 | 10 | 0 | -1 | -3 | -8 | 5 | -1 | 6 | 3
Cc1cccc(N(CC(=O)Nc2cccnc2)S(C)(=O)=O)c1 | 6 | -23 | 3 | -4 | -2 | -8 | -5 | -2 | 3 | -8
COc1ccccc1C(OC(=O)c1cccs1)C(=O)NCC1CCCO1 (stereo unspecified) | -4 | -14 | -8 | -6 | -1 | -4 | 8 | -3 | 2 | -6
COc1ccc(Nc2nc3nonc3nc2N2CCCCC2)cc1 | 2 | -19 | 4 | 3 | -3 | -14 | 6 | 0 | -1 | -3
CCC(C)(C)NC(=O)C(c1ccccc1F)N(C(=O)c1ccn[nH]1)c1ccccc1 (stereo unspecified) | 1 | -5 | -9 | 4 | -1 | 2 | 1 | -4 | -4 | -2
O=C1C2CC=CCC2C(=O)N1c1ccc(NCCc2ccccc2F)c([N+](=O)[O-])c1 (stereo unspecified) | 4 | 4 | 0 | 0 | -4 | 6 | 17* | 10 | -1 | -1
CCN(CC)c1ncnnc1-c1ccccc1 | 5 | 0 | -2 | -1 | -4 | 5 | 1 | 3 | 0 | 2
CCOC(=O)c1ccc(CS(=O)c2ccc(Cl)cc2)o1 (stereo unspecified) | 1 | 17 | 0 | -5 | 1 | 5 | 7 | -3 | 1 | 9
COc1ccc(/C(C)=N/NC(=O)C2CC2)cc1 | 2 | -4 | -1 | -2 | -1 | 5 | 2 | 1 | -4 | 4
COc1cccc(NC(=O)c2cnc(SC)nc2C)c1 | 3 | -7 | 13 | -2 | 1 | -2 | -4 | 2 | -15 | -2
O=C(NC1CCN(Cc2ccccc2)CC1)c1ccccc1OCc1ccccc1 | 6 | -15 | -9 | 1 | -7 | 9 | -1 | -8 | -8 | 0
COc1ccc(CCn2cnc3c([nH]c4ccccc43)c2=O)cc1 | -1 | -4 | -3 | 2 | 1 | -5 | 4 | 0 | 1 | -2
N#Cc1ccc(C23OCCN2CCn2nc4ccccc4c23)cc1 (stereo unspecified) | -2 | -6 | 4 | -2 | -2 | -8 | -2 | -7 | -1 | 0
COc1cccc(C(=O)NNC(=O)c2cccc(F)c2)c1 | 2 | -7 | 4 | -2 | -4 | 1 | -1 | -2 | -6 | 2
OC(COCc1ccc(Cl)cc1)CN1CCN(CC(O)COCc2ccc(Cl)cc2)CC1 (stereo unspecified) | 1 | 2 | -12 | 1 | 0 | -5 | -2 | -12 | -2 | 0

Exported with tabs: entries from further up.
smiles	LEDGF integ inh	TDP2 inh	rCAG RNA binder	MBD2 DNA inh	PRMT1 inh	TCR CD3 inh	SIAE primary	GC-B act	HTRA1 inhibitor	ABHD4 inh
COc1cccc(NC(=O)c2cnc(SC)nc2C)c1	3	-7	13	-2	1	-2	-4	2	-15	-2
O=C(NC1CCN(Cc2ccccc2)CC1)c1ccccc1OCc1ccccc1	6	-15	-9	1	-7	9	-1	-8	-8	0
COc1ccc(CCn2cnc3c([nH]c4ccccc43)c2=O)cc1	-1	-4	-3	2	1	-5	4	0	1	-2

Further entries follow:
SMILES | LEDGF integ inh | TDP2 inh | rCAG RNA binder | MBD2 DNA inh | PRMT1 inh | TCR CD3 inh | SIAE primary | GC-B act | HTRA1 inhibitor | ABHD4 inh
CCC(C)(C)C1CCC2(CC1)NC(=O)N(CC(=O)N(C)CCOc1ccc(Cl)cc1)C2=O (stereo unspecified) | 3 | 10 | 1 | 0 | -2 | 6 | -5 | 0 | 2 | 5
CC(C)Oc1ccc(CNC(=O)c2ccc3nc(N4CCOCC4)sc3c2)cc1 | -2 | 6 | 1 | -4 | 5 | -6 | -6 | -1 | -7 | -3
CCOc1cc(CNCCc2ccc(S(N)(=O)=O)cc2)ccc1OCC(=O)NC1CCCCC1 | 6 | -3 | -7 | 1 | -2 | 7 | 2 | -3 | 2 | 5
CCC(C)[C@H](NC(=O)NCc1ccc(OC)c(OC)c1)C(=O)O (stereo partly specified) | 2 | 9 | -3 | 4 | -4 | 7 | 12 | 7 | 1 | 3
Cc1ccc(S(=O)(=O)N(CCCN(C)C)Cc2ccc3c(c2)OCO3)cc1 | -3 | 3 | -4 | 1 | -3 | 7 | 11 | -5 | 5 | 7
O=C(COC(=O)/C=C/c1ccc([N+](=O)[O-])cc1)NCc1ccccc1 | -3 | 2 | 1 | 3 | 2 | 3 | 4 | -2 | 2 | -1
CC1(C)C(=O)Nc2ccccc2N1C(=O)COC(=O)c1ccc(NC(N)=O)cc1 | -3 | -6 | 7 | -3 | 0 | 9 | 3 | -1 | -7 | 2
CN(C)S(=O)(=O)N1CCC(Oc2cccc(C(=O)NC3CCOC3)c2)CC1 (stereo unspecified) | -3 | 0 | -2 | 4 | 1 | 5 | -12 | 1 | 2 | 13

High-throughput results (PubChem)
